From PubChem BioAssay
Insulin prom up: MIN6 insulin promoter up-regulation; actives 0.3% (n = 190,000); AID 1625; MIN6 insulin promoter-GFP reporter, high-content imaging; active compounds read high; z-score at 5 µM;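 active = z-score above 3 at 5 µM with at least 500 cells counted in the well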
M17LAP inhibition: P. falciparum M17LAP inhibitors, primary screen, biochemical, fluorogenic H-Leu-NHMec substrate, 1536-well (AID 1619); recombinant M17LAP, H-Leu-NHMec fluorogenic kinetic assay; higher % means a stronger effect; inhibition, % at 30 µM; hits with a dose series show IC50 in µM; actives 0.38% (n = 220,000);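 active = compound inhibiting the enzyme by more than half at any dose during confirmatory dose-response retesting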;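 also: plate controls were full reaction with DMSO carrier for no effect and no enzyme background for full effect; strong numbers were not always called active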
Dynein transport: blocks dynein driven cargo transport along microtubules; 3617.4 mouse cells, GR-EGFP nuclear translocation imaging; test concentration mostly 20 µM; stimulated with dexamethasone, 1 µM; active compounds read low; z-score, hits read low; actives 0.47% (n = 220,000); AID 1381;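 active = plate z-score of nuclear minus cytoplasmic receptor signal below a set negative limit, without overly bright fluorescence or cell loss, cut at about -3.5 in these data, passing the limit was not always enough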;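 also: z-score of nuclear minus cytoplasmic ring GR-EGFP intensity difference per well; some compounds called inactive have numbers as strong as hits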
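Buffer or medium: tet-free medium with charcoal-stripped serum / Also added: dexamethasone agonist, 1.0 µM final, for 30 min / Timing: induction 48 h, compound 1 h, agonist 30 min / Measured by: high-content fluorescence imaging after fixation / Read-out: nuclear-to-cytoplasmic GR-EGFP distribution per well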
Autophagy HCS: modulators of autophagy. MEF GFP-LC3 puncta imaging; test concentration mostly 10 µM. calls only at 10 µM (by protocol). actives 0.98% (n = 190,000). AID 463193;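 active = percentage of spot-positive cells more than 3 SD above its plate mean, without a fluorescence outlier flag or 80% toxicity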;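 also: spot-positive cell cutoff set from DMSO-treated cells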
P. falciparum M1AAP: P. falciparum M1AAP inhibitors, biochemical, fluorogenic H-Leu-NHMec substrate, 1536-well (AID 1445); actives 0.42% (n = 220,000); one-dose inhibition, % at 30 µM; IC50 in µM for titrated hits; recombinant M1AAP, H-Leu-NHMec fluorogenic kinetic assay; higher % means a stronger effect;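 active = primary inhibition above the hit cutoff, then over 50% inhibition at one or more dose response concentrations, cut at about 23% in these data, passing the limit was not always enough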;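 also: plate controls were DMSO full reaction for no effect and no enzyme background for full effect; strong numbers were not always called active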
MT stabilizer: microtubule stabilization, imaging screen | HeLa tubulin immunostaining HCS, 24 h; share of cells brighter than vehicle mean+2SD | % tubulin-high responders, % at 10 µM | actives 0.83% (n = 200,000) | AID 2205;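 active = plate Z-score above 3 for both tubulin-high and condensed-nucleus cell shares, with cell loss under 80%, at 10 µM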;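 also: anti alpha tubulin signal scored within the nucleus-defined area of each cell; some results filed as inactive read as strong as hits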
UTI89 phage lysis: protection from phage-mediated lysis, alamar blue read-out – E. coli UTI89, K1F phage, bacterial capsule biogenesis inhibitors (AID 488966) | one-dose inhibition, % at 100 µM; IC50 in µM for titrated hits | actives 0.02% (n = 340,000) | E. coli UTI89 K1F phage lysis, alamar blue, 2 h; higher % means a stronger effect;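 active = phage lysis inhibition, versus mean bacterial control, above a set limit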;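 also: capsule biogenesis inhibitors block K1F phage lysis so surviving cells raise fluorescence; higher fluorescence means more inhibition of phage lysis; actives were called in the ten point dose series up to 300 µM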
bCat nuc transl: beta-catenin nuclear translocation modulation. HeLa beta-catenin nuclear translocation, immunofluorescence imaging. nuclear translocation activity, % at 5 µM. actives 0.3% (n = 190,000);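 active = nuclear translocation activity above 50% at 5 µM, with a well cell count of 50 or more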;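 also: per-cell ratio of nuclear to cytoplasmic median beta-catenin stain intensity; plate controls were DMSO negative control for no effect and GSK-3 inhibitor IX positive control for full effect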
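System: Human HeLa cells, endogenous beta-catenin | Compound dosing: 5 µM primary, 0.02–20 µM confirmation | Timing: 24 h compound exposure at 37°C, 5% CO2 | Measured by: Fluorescence imaging of beta-catenin antibody stain plus DAPI | Read-out basis: % activation of per-cell nuclear versus cytoplasmic median beta-catenin signal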
CSM14.1 death rescue: protection against thapsigargin-triggered cell killing – 384-well, CSM14.1, ATP luminescence, primary screen (AID 1222) | CSM14.1 thapsigargin-induced death rescue, ATP luminescence; higher % means a stronger effect | cellular ATP content (survival), % at 20 µM, or EC50 in µM where a hit was titrated | 190,000 tested, under 10 active;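 active = EC50 below 50 µM in the dose-response confirmation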;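 also: death triggered by thapsigargin at about 15 µM added after 2 h compound pretreatment; cell ATP read after overnight thapsigargin exposure of roughly 18 to 22 hours; normalized against plate controls of thapsigargin alone and 5% DMSO vehicle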
Dynein transport cytoplasmic EGFP: second read-out of Dynein transport, no call of its own (marks repeat the call); z-score; measured here: cytoplasmic GR-EGFP intensity; active compounds read high
Dynein transport nuclear GR-EGFP: also measured in Dynein transport; calls as there; z-score; measured here: nuclear GR-EGFP intensity;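 lower value marks the stronger effect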
Dynein transport cell count: further read-out of Dynein transport, marked with its call; z-score; measured here: cell count per field
Insulin prom up cell count: further read-out of Insulin prom up, marked with its call; cell count; measured here: cytotoxicity, nuclei count;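 total cells summed across four imaged fields per well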
bCat nuc transl cell count 5 µM: further read-out of bCat nuc transl, marked with its call; cell count; measured here: cell count, cytotoxicity flag
MT stabilizer Hoechst-high %: recorded beside MT stabilizer, whose call it bears; % Hoechst-high responders; measured here: nuclear condensation Hoechst responders;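 share of cells brighter than vehicle mean plus two SD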
MT stabilizer cytotoxicity %: also measured in MT stabilizer; calls as there; toxicity, %; measured here: cytotoxicity by cell density;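 0% = mean cell density of plate MIN control wells and 100% = no cells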
Autophagy HCS cell loss 18 h: further read-out of Autophagy HCS, marked with its call; toxicity, %; measured here: cell loss, nuclei count;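 cell loss after 18 h compound exposure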
* hit, by the source's call; i = inactive; · = no result given; [ ] = dose if it differs, or a comment.

SMILES	Insulin prom up	Insulin prom up cell count	M17LAP inhibition	Dynein transport	Dynein transport cytoplasmic EGFP	Dynein transport nuclear GR-EGFP	Dynein transport cell count	Autophagy HCS	Autophagy HCS cell loss 18 h	P. falciparum M1AAP	MT stabilizer	MT stabilizer Hoechst-high %	MT stabilizer cytotoxicity %	UTI89 phage lysis	bCat nuc transl	bCat nuc transl cell count 5 µM	CSM14.1 death rescue
O=C(CSc1ccc(-c2cccs2)nn1)NCc1ccccc1Cl	0.38	1519	-1.6%	-0.316	-0.286	-0.17	1.14	i	-2.0	8.7%	3.7	3.0	6.9	·	-0.9	1020	-2.5%
COc1ccccc1/C=C(/C(=O)OCC(=O)Nc1ccccc1C(C)C)c1ccccc1	-0.99	1358	0.5%	-0.773	-0.234	-0.764	1.18	i	6.9	10.3%	3.9	3.2	3.5	0.2%	-1.2	1002	1.9%
CCCC/C(O)=C/c1nc2ccccc2[nH]c1=O	0.02	1693	-4.0%	-0.665	-0.184	-0.63	0.189	i	4.6	7.1%	2.9	1.4	8.1	0.1%	-1.0	1176	-1.9%
O=C(/C=C/Nc1ccccc1F)c1cccs1	-0.6	1470	4.9%	-0.997	-0.285	-0.739	0.387	i	6.2	11.6%	4.5	3.1	8.5	5.9%	-1.5	1152	-5.8%
Cc1ccc(/C(O)=C2\C(=O)C(=O)N(c3cc(C)on3)C2c2cccc(Cl)c2)cc1 (stereo unspecified)	0.11	1414	8.1%	0.505	-0.274	0.584	-0.484	i	17.2	11.9%	3.9	2.9	7.7	1.4%	3.1	1369	-1.3%
CCOC(=O)C1C(=O)NC(N2CCCCC2)=NC1C(C)C (stereo unspecified)	·	·	-6.4%	-0.12	-0.123	0.271	-0.199	i	-16.7	0.3%	4.5	1.8	6.5	-0.4%	0.3	1032	-3.6%
Cc1ccc(S(=O)(=O)N2CCOCC2)cc1C(=O)NCc1ccco1	1.44	926	-7.4%	-0.804	-0.184	-0.245	0.575	i	-9.3	-1.2%	2.3	2.4	9.3	-0.5%	-7.3	876	-2.3%
Cc1ccc(NC(=O)C2CCN(c3nc(C)cc(C)n3)CC2)cc1	0.12	1065	·	1.97	-0.117	2.01	-1.53	i	-0.3	·	2.3	3.6	11.1	-0.4%	0.6	1468	-0.7%
Cc1ccc(S(=O)(=O)NCc2nc3ccccc3c(=O)n2N)cc1	1.37	1261	5.9%	-0.589	-0.235	-0.222	-0.236	i	-1.3	1.8%	1.3	2.2	6.8	0.7%	·	·	-2.6%
CCOC(=O)Cc1nnc(NC(=O)C(CC)Sc2nc(C)cc(C)n2)s1 (stereo unspecified)	-0.57	949	1.5%	-0.305	-0.248	-0.125	0.183	i	17.3	10.0%	4.3	3.7	5.9	-0.9%	·	·	3.5%
CC1CCN(S(=O)(=O)c2cccc(C(=O)Nc3nccs3)c2)CC1	-0.29	1200	1.6%	0.313	-0.223	0.18	0.78	i	5.5	5.8%	1.4	1.7	5.5	-1.4%	1.0	813	-3.1%
S=C(NCCc1ccccc1)NCc1cccs1	0.05	1138	-9.3%	1.83	-0.281	0.573	-0.802	i	-1.2	4.8%	1.3	4.2	9.6	0.0%	·	·	-2.3%
N#CCCN(C(=O)Nc1ccc(Cl)cc1)c1ccccc1	0.75	1220	1.4%	-0.197	-0.215	-0.111	0.97	i	2.4	5.0%	3.2	1.1	3.4	0.4%	·	·	-2.2%
Cc1cccc(N2C(=O)C(O)=C(C(=O)c3cccs3)C2c2ccc(F)cc2)n1 (stereo unspecified)	-0.48	1602	11.9%	-0.23	-0.104	0.484	0.099	i	-6.8	10.8%	3.3	2.1	8.8	0.3%	-5.2	1121	0.9%
N#CCSc1nnc(N)s1	1.83	716	0.0%	-0.0739	-0.369	0.0796	0.479	i	19.9	13.6%	10.7	2.1	11.5	1.7%	-1.3	1050	-1.5%
C(/CCc1ccccc1)=N\Nc1nc2ccccc2[nH]1	-0.51	1365	11.3%	-0.061	-0.28	-0.06	-0.385	i	30.7	-10.8%	4.0	5.7	1.3	0.1%	2.1	1078	-2.1%
Cc1nc(NS(=O)(=O)c2ccc(Br)cc2)c2c3c(sc2n1)CCC3	1.26	1549	-1.8%	-0.207	-0.194	0.124	-0.699	i	3.7	22.6%	2.9	1.5	3.4	1.6%	0.1	1207	0.2%
COC(=O)/C(=N/Nc1ccccc1C)N1CCCc2ccccc21	-0.54	1427	-5.6%	0.421	-0.194	0.237	-0.226	i	23.5	7.7%	3.6	2.5	7.7	0.4%[50 µM]	-0.9	1164	1.3%
O=C(Cn1nc(-c2cccc(Cl)c2)ccc1=O)Nc1ccccc1Br	·	·	15.9%	-0.471	-0.0721	-0.301	0.453	i	-12.0	4.2%	2.4	2.9	0.6	-1.1%	0.8	1553	3.1%
c1ccc(-c2cc3ccccc3nc2N2CCCC2)cc1	-0.22	1797	-7.2%	0.146	-0.22	-0.481	0.506	i	-3.4	-0.9%	1.3	1.4	3.6	-0.2%[50 µM]	-0.4	1078	2.0%
CCOC(=O)CSc1nnc(-c2nnc(SCC(=O)OCC)n2CC)n1CC	-0.17	1638	-8.3%	0.555	-0.21	0.445	-0.23	i	7.5	4.8%	1.9	1.6	10.1	1.0%	0.1	1427	-1.4%
COc1cccc(C(=O)N2N=C(c3ccccc3)CC2(O)C(F)(F)F)c1 (stereo unspecified)	-0.54	1381	-9.8%	-0.568	-0.0371	-0.687	0.114	i	-13.1	1.6%	4.4	3.2	8.7	0.6%[50 µM]	·	·	0.0%
c1ccc(-c2nc(CSc3n[nH]c(-c4cccs4)n3)cs2)cc1	0.15	1571	18.2%	0.548	-0.218	1.25	0.0516	i	-12.5	2.4%	3.1	2.3	9.0	4.4%	-0.4	1319	-2.0%
COc1ccc2[nH]c(-c3ccccc3)cc2c1	-0.34	1112	8.2%	0.275	-0.286	-0.0122	0.192	·	·	9.1%	·	·	·	0.0%	1.0	1186	·
CCCc1nc2ccccc2c(C(=O)OCC(=O)Nc2ccc(S(=O)(=O)N3CCOCC3)cc2)c1CC	-1	931	-6.0%	0.0732	-0.205	0.233	0.3	i	-3.6	0.1%	1.1	1.3	8.5	0.6%	6.0	1267	-1.3%
Cc1onc(-c2c(F)cccc2Cl)c1C(=O)O/N=C(\N)c1ccc([N+](=O)[O-])o1	-0.58	1338	6.9%	-0.466	-0.145	-0.24	-0.257	·	·	3.8%	·	·	·	-1.1%	0.0	1178	·
O=C(/C=C/c1cccs1)N1CCOCC1	-5.7	657	16.1%	0.376	-0.283	0.958	-0.273	i	0.8	3.5%	2.7	3.1	10.2	0.1%	-3.3	564	1.0%
CCN(CC1COc2ccccc2O1)C(=S)Nc1ccc(F)cc1 (stereo unspecified)	-0.2	1130	0.0%	0.00469	-0.127	0.471	-1.42	i	2.2	-4.0%	1.0	2.0	7.3	0.3%	2.9	908	0.2%
C/C=C/c1c(F)c(F)c(Oc2ccc(C(=O)O)cc2)c(F)c1F	·	·	2.0%	-0.0426	-0.106	0.296	-0.373	i	-0.1	8.5%	2.6	1.9	11.6	i	-0.7	1029	1.1%
CC(C)CCn1c(SCC(=O)N2CC(=O)Nc3ccccc32)nc2scc(-c3cccs3)c2c1=O	0.99	933	4.0%	0.402	-0.167	0.441	-0.232	i	-13.3	1.5%	1.7	1.1	7.6	-0.3%	·	·	0.6%
COc1ccc(OC)c(C(Nc2ccccc2)P(=O)(OC(C)C)OC(C)C)c1 (stereo unspecified)	-0.47	1153	-0.2%	-0.299	-0.203	0.44	-0.221	·	·	3.8%	·	·	·	·	-1.1	1246	·
O=C(N/N=C1/CCSC1)c1cc(Br)ccc1O	0.27	1385	5.6%	1.6	-0.317	0.807	-1.81	i	-0.6	17.0%	1.6	1.1	7.1	1.7%	1.7	1457	-1.4%
CSc1ccccc1-c1nnc(-c2ccc(Cl)cc2Cl)o1	-0.9	1151	-9.7%	0.153	-0.224	0.779	0.94	i	-30.6	1.9%	2.9	1.6	1.1	0.1%	1.6	1384	-2.3%
O=C1C=C(N2CCN(C3=CC(=O)CCC3)CC2)CCC1	-0.97	996	9.7%	0.961	-0.235	0.776	0.919	i	-7.0	6.3%	2.6	1.5	2.9	-0.2%	-4.5	1166	-1.5%
CCN1CCN(CCOc2cccc(Cl)c2Cl)CC1	-1.58	1443	5.4%	-0.199	-0.338	0.0821	0.802	i	-11.7	-5.7%	2.4	1.9	6.8	0.4%	-2.0	1022	-2.0%
Cc1ccc(-c2ccc(/C=N/NC(=O)Cc3nnc(N)s3)o2)cc1Cl	0.67	1013	6.9%	-0.912	0.0389	0.276	0.156	·	·	9.8%	·	·	·	0.1%	-0.2	1341	·
COc1ccc(Cc2noc(CN3CCCC(C(=O)c4cccs4)C3)n2)cc1OC (stereo unspecified)	-1.15	1486	-2.4%	-0.192	-0.319	-0.298	0.751	i	-29.0	1.5%	3.5	2.3	0.9	0.0%	1.4	1025	3.2%
O=C(O)CC(C(=O)O)N1C(=O)/C(=C/C=C/c2ccco2)SC1=S (stereo unspecified)	-0.22	1011	25.6%	0.163	-0.27	-0.0302	0.21	·	·	21.5%	·	·	·	0.1%	0.5	1375	·
